Integrin act MD = integrin-mediated muscular dystrophy alleviation activation; alpha7betagal myoblasts, beta-gal FDG fluorescence, 48 h; Potency, µM (series often up to 38.3 µM), for inactives: at the highest dose activation, usual class: activators; actives 0.064% (n = 350,000);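 further: potency means the concentration at half of the fitted maximal effect; 100% = response of the positive control SU9516; nearly all actives have a fitted effect of over 60% in size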
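Alpha7betagal+/- myoblasts (passage 13) were plated 16-24 hr, then exposed to compounds (1:260 dilution of DMSO stock) for 48 hours at 37C. After MPER lysis, β-galactosidase reporter activity was read as FDG fluorescence (ex 480/em 540) after 30 minutes.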
B2AR arrestin = recruits beta-arrestin to the human beta2-adrenergic receptor | Potency, µM (titrated, usually from 46.1 µM), without a hit: top-dose activation, hits mostly activators | actives 0.02% (n = 330,000) | AID 492947 | beta-arrestin recruitment to beta2AR, cell-based reporter | P07550;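 further: potency means the concentration at half of the fitted maximal effect; 0% = DMSO controls and full agonism = EC100 isoproterenol or metaproterenol; nearly all actives have a fitted effect of over 65% in size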
BCR signal inh = inhibitors of chronic active B-cell receptor signaling | ABC-DLBCL IkBa-CBG/CBR reporter, luminescence ratio, 4 h | Potency, µM (series often up to 46.1 µM), without a hit: at the top dose ratio change, negative = lower green/red ratio, most hits filed as inhibitors | actives 0.05% (n = 340,000); active means well fitted inhibition curve with a large enough effect in the signal ratio, with a control signal flat, not every such curve was filed as active; inconclusive means small, poorly fitted or top-dose-only effect, or effect the other way, or a change in a side signal; the % refers to the signal ratio;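 further: potency means the concentration at half of the fitted maximal effect; plate controls were basal doxycycline-induced cells for no effect and cells given 10 µM MG132 for full effect; MG132 reads +100%, hits lower the ratio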
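Compounds up to 46 uM were incubated four hours with TMD8 cells whose green CBG68 luciferase is fused to IkappaBalpha; red CBR luminescence normalised the signal, and concentration-effect curves were fitted to fusion, red and ratio data.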
PKM2 activator = activators of human pyruvate kinase M2; AID 1631; purified PKM2, Kinase-Glo ATP luminescence, activation; response scale: 0% is enzyme alone, no compound; Potency, µM (titrated, usually from 57.5 µM), for the others: at the highest dose activation, usual class: activators; P14618; actives 0.34% (n = 260,000); further: potency means the concentration at half of the fitted maximal effect; on the % scale 0 is the no-effect control and ±100 the full control effect; nearly all actives have a fitted effect of over 55% in size
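hPK-M2, >95% pure; 0.1 mM ADP / 0.5 mM PEP final; imidazole pH7.2 buffer w/ 7 mM MgCl2, 50 mM KCl; 1 h RT; Kinase-Glo lum. Intermediate enzyme activity for dual inhibitor/activator qHTS.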
Giardia killer = Giardia lamblia killing; Giardia lamblia trophozoite viability; activity change, % at 7.66 µM, hits read low; actives 0.15% (n = 340,000); AID 540267; in the data active means activity change below about -80%; inconclusive means between about -30% and that limit;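 further: parasites exposed to compound for two days anaerobically before the ATP read; on the % scale 0 is the no-effect control and ±100 the full control effect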
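ATP-content bioluminescence gauges trophozoite survival. Cells (100/well) receive compound and incubate anaerobically for 48 hrs at 37 deg C; detection reagent follows for 15-30 min at room temperature.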
FBPA coupling cs = counter-screen for Giardia aldolase inhibitors: coupling enzyme system; coupling enzyme system counterscreen, AmpLite Red fluorescence; activity change, negative = inhibition, % at 58.2 µM, hits read low; actives 0.67% (n = 290,000); in the data active means activity change below about -30%; further: on the % scale 0 is the no-effect control and ±100 the full control effect
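Activity here indicates interference with the coupling reaction, not aldolase inhibition. Compounds at 57.5 uM final met coupling enzymes for 10 min at RT; substrate and AmpLite Red detection followed, with a 525/598 nm fluorescence read after 20 min.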
ASM inhibitor = human S-ASM enzyme inhibition; Potency, µM (titrated, usually from 57.5 µM), without a hit: at the top dose activity change, negative = inhibition, actives largely listed as inhibitors; AID 504937; P17405; actives 0.006% (n = 340,000); placental ASM, HMU-PC fluorogenic substrate, 60 min; further: potency means the concentration at half of the fitted maximal effect
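HMU-PC0 cleavage (9 uM final) by human placental ASM, 60 min at 37 °C following 10 min compound exposure at RT; stopped at pH 10, fluorescence Ex 386/Em 447 nm.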
PTAP TSG101 blk = blocks PTAP/TSG101 interaction to inhibit HIV-1 budding | Q99816 | Fluorescence polarization, FITC-PTAP peptide / Tsg101 binding | Potency, µM (highest dose often 115 µM), for the others: top-dose activity change, negative = inhibition, actives largely listed as inhibitors | 340,000 tested, under 10 active; active means well fitted inhibition curve with a large enough effect in the main read-out, with a control signal flat, not every such curve was filed as active; inconclusive means small, poorly fitted or top-dose-only effect, or effect the other way, or a change in a side signal; inactive means no such curve, though single readings can be large or run the other way; further: potency means the concentration at half of the fitted maximal effect; % of control where 0% means no effect
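FP read-out: FITC-PTAP peptide, 50 nM final, binding Tsg101 binding domain, 10 uM final; 20 min, r.t.; 10 mM HEPES pH 7.5, 0.15 M NaCl, 0.01% Tween 20, 3 mM EDTA, 0.1 mM TCEP.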
Menin-MLL TR inh = displaces Texas Red mutant MLL peptide from human menin | O00255 | Menin + Texas Red MLL mutant peptide, fluorescence polarization | Potency, µM (series often up to 61.6 µM), without a hit: top-dose FP activity change, negative = inhibition, usual class: inhibitors | actives 0.23% (n = 270,000) | AID 1768; active means well fitted inhibition curve with a large enough effect in the polarisation, with a control signal flat, not every such curve was filed as active; inconclusive means small, poorly fitted or top-dose-only effect, or effect the other way, or a change in a side signal; inactive means no such curve, though single readings can be large or run the other way; the % refers to the polarisation; further: potency means the concentration at half of the fitted maximal effect; % of control where 0% means no effect; many of its hits are not listed in these tables
GALK inhibitor = galactokinase (human) inhibition; actives 0.007% (n = 270,000); Potency, µM (series often up to 57.5 µM), for the others: at the top dose activity change, negative = inhibition, usual class: inhibitors; Purified GALK, Kinase-Glo residual ATP luminescence; P51570; further: potency means the concentration at half of the fitted maximal effect; on the % scale 0 is the no-effect control and ±100 the full control effect
Target sequence (P51570 whole entry, looked up): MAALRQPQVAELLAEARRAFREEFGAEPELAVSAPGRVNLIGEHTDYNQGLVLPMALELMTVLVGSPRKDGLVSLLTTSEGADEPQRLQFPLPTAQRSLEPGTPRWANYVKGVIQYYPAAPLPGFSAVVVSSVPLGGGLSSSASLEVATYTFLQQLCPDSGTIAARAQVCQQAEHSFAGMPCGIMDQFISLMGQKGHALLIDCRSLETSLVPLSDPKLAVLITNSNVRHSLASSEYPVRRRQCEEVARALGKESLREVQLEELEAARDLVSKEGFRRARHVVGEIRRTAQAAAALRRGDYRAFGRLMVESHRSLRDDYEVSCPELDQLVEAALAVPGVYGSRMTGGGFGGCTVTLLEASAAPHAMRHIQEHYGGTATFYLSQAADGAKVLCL
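Galactose (100 uM) and ATP (35 uM) were turned over by 5 nM GALK for 1 h at RT. Kinase-Glo Plus then converted the remaining ATP into a luminescent signal.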
Tb PFK block = blocks T. brucei phosphofructokinase; T. brucei PFK, ADP-Glo luminescence; actives 0.17% (n = 330,000); Potency, µM (doses to about 57.5 µM), for inactives: top-dose activity, negative = inhibition, usual class: inhibitors;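 further: potency means the concentration at half of the fitted maximal effect; 0% = uninhibited 1x PFK enzyme wells and -100% = no-enzyme wells; nearly all actives have a fitted effect of over 60% in size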
Target sequence (O15648 whole entry, looked up): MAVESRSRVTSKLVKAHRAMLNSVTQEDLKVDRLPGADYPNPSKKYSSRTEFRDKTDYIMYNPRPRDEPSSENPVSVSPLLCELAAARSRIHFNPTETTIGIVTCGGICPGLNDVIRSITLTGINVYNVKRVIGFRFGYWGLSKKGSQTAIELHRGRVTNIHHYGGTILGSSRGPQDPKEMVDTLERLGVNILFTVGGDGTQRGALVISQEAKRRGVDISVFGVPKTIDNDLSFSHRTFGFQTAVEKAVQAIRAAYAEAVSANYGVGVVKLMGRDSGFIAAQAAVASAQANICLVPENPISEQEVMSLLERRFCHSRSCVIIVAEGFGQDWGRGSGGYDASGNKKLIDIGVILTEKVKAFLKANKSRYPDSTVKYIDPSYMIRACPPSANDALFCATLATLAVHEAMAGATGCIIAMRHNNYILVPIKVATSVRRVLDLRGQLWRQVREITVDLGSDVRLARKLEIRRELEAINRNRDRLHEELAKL
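Luminescent ADP detection (ADP-Glo, two-step: ATP depletion then ADP-to-ATP conversion for luciferase) reported PFK activity after 45 min room-temperature reaction of 1.25 nM enzyme with 0.5 mM F6P and 0.1 mM ATP at pH 8.0.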
Numbers without * were called inactive; ? = inconclusive; . = no result given; & = joins results of further samples; [ ] = dose if it differs, or a comment. Unless noted, the call rests on the fitted dose curve; in most records, active means well fitted curve in the direction sought with a large enough effect; inconclusive means small, poorly fitted or top-dose-only effect, or another doubt; inactive means no such curve, though single readings can be large; an effect the other way counts as inactive or inconclusive.

SMILES	Integrin act MD	B2AR arrestin	BCR signal inh	PKM2 activator	Giardia killer	FBPA coupling cs	ASM inhibitor	PTAP TSG101 blk	Menin-MLL TR inh	GALK inhibitor	Tb PFK block
CC(C)(S)[C@@H](N)C(=O)O	.	-0.9%	-2%	-4%	24	-1&0	-2%	2%	4%&2%	-2%	-1%
Cc1ccc(NC(=O)C2CCN(S(=O)(=O)c3ccc4c(c3)OCCO4)CC2)c(O)c1	23%	0.0%	1%	.	14	.	-2%	-1%	.	.	0%
COc1ccccc1NC(=O)Nc1nnc(C(C)c2ccccc2)s1 (stereo not drawn)	-12%	0.1%	6%	-6%[11.5 µM]	0	-2	?	-6%	52%[activator]	-2%	2%
Cc1noc(C)c1CSCc1ccc(Cl)cc1	0%	-0.8%	-9%	1%	-5	0	-3%	-6%	7%	2%	-1%
COc1ccc(CNC(=O)COC(=O)/C=C/c2ccc(S(=O)(=O)N3CCOCC3)cc2)cc1	-27%	-1.0%	5%	0%	-3	0	0%	-1%	6%	-1%	-6%
CC(C)c1ccc(C(N)=S)cc1	-15%	-0.2%	?	-2%	-12	1	3%	0%	11%	0%	0%
O=c1cc(CSc2nnnn2-c2ccccc2)nc2nc[nH]n12	14%	-0.1%	-1%	5%	23	23	2%	-6%	?	0%	11%
CCCn1c(SCC(=O)Nc2nc(C)cs2)nnc1-c1cccnc1	10%	-0.8%	?	0%	3	-2	2%	-4%	-4%	1%	-3%
CCN1CCN(C(=O)C(C)N(c2ccc(C)cc2)S(C)(=O)=O)CC1 (stereo not drawn)	12%	-0.6%	1%	-2%	4	1	3%	-1%	24%	-1%	-3%
O=C(COC(=O)c1ccco1)Nc1cc(S(=O)(=O)N2CCCCC2)ccc1Cl	-16%	-0.1%	-3%	.	26	.	0%	-3%	.	.	-2%
CCN(C(=O)c1cccc(NC(=O)c2ccccc2)c1)C1CCCCC1	5%	-0.8%	0%	-8%	-8	2	-2%	-1%	-1%	2%	-18%
COc1ccc(CCN2C(=O)C3C4CC(C5C(C(=O)O)=NOC45)C3C2=O)cc1OC (stereo not drawn)	-2%	0.0%	?	-4%	0	2	3%	-6%	-1%	4%	?
CCc1nnc(NC(=O)c2ccc3ccccc3n2)s1	?	?	?	4%	16	-28	0%	3%	-3%	1%	16%
CC(C)NC(=O)N(C)C[C@H]1Oc2c(NC(=O)C3CCCCC3)cccc2C(=O)N([C@H](C)CO)C[C@@H]1C	6%	0.1%	1%	.	?	.	5%	-6%	.	.	-2%
O=C(CCCc1ccccc1)NCCc1ccccc1	-7%	0.0%	?	1%	-6	2	3%	-11%	7%	6%	1%
NC(=O)c1ccc(-c2nnn(CC(=O)N(C3CCCC3)C3CCS(=O)(=O)C3)n2)cc1 (stereo not drawn)	17%	0.2%	?	.	42[activator]	.	-4%	-2%	.	.	-7%
CCOc1ccc2[nH]c(=O)c(CN(Cc3ccco3)Cc3nnnn3Cc3ccccc3)cc2c1	-33%	0.2%	3%	5%	2	3	22%	-6%	-5%	0%	-13%
CN1C(=O)NC2(O)C(=O)c3ccccc3C12O (stereo not drawn)	0%	-0.4%	3%	1%	2	3	2%	-1%	4%	0%	-1%
Cc1cc(C)cc(NC(=O)CCc2nc3ccccc3[nH]2)c1	-15%	-0.3%	12%	0%	5	3	0%	-3%	.	-2%	0%
Cc1ccc(CNC(=O)Cn2nnc(C(=O)Nc3cccc(C)c3C)c2N)cc1	-23%	0.1%	?	.	-3	.	0%	-7%	.	0%	4%
CN(Cc1nccn1C)C(=O)CC1C(=O)NCCN1Cc1ccccc1C(F)(F)F (stereo not drawn)	12%	-0.2%	-15%	1%	-2	-2	5%	-2%	-9%	-3%	3%
COc1cc(C=O)ccc1OCC(=O)Nc1ccccc1N1CCOCC1	8%	-0.9%	1%	-12%	-13	.	-3%	-1%	.	6%	2%
Cc1noc(C)c1C(=O)NCC1COc2ccccc2O1 (stereo not drawn)	-32%	0.1%	0%	.	-25	.	-2%	-3%	.	.	7%
COc1ccc(Cl)c(Cn2c(NCCCO)nc3c2c(=O)n(C)c(=O)n3C)c1	2%	-0.1%	-2%	9%	4	0	3%	-1%	-1%	5%	-8%
CCS(=O)(=O)Nc1cccc(-c2ccc3nnc(C)n3n2)c1	.	0.1%	?	1%	.	2	.	.	3%	5%	0%
N#Cc1ccsc1NC(=O)COC(=O)c1cc(Br)ccc1O	-2%	-0.3%	?	2%	8	2	2%	-4%	.	-2%	5%
CCNc1nc(NCC)nc(N/N=C/c2ccc(N(C)C)cc2)n1	4%	?	-1%	.	-22	3	143%[activator]	-3%	2%	1%	9%
CCCCC#Cc1ccc(C(=O)NNC(=O)Nc2ccccc2)o1	11%	-1.2%	?	-4%	16	2	-3%	-5%	.	-2%	-23%
CCOC(=O)c1ccc(NS(=O)(=O)c2ccc3oc(=O)[nH]c3c2)cc1	17%	0.6%	4%	4%	7	8	-5%	10%	?	4%	1%
O=C(NCc1ccccn1)c1ccc(Cl)c(S(=O)(=O)NCc2ccccc2)c1	7%	-0.1%	?	.	19	.	2%	-4%	.	.	1%
CCOc1ccc(CCNC(=O)CSc2cc(=O)n(C)c3ccc(Cl)cc23)cc1OCC	-7%	-0.3%	5%	-1%	-2	0	-15%	-1%	3%	0%	-6%
C=CCOc1ccc(Br)cc1CNCCO	-9%	-1.6%	-1%	0%	-10	5	2%	-5%	12%	0%	1%
CCOC(=O)CSc1nnc(CSc2nc3ccccc3c(=O)[nH]2)n1-c1ccccc1	7%	-0.7%	?	5%	-6	7	1%	-4%	-8%	1%	1%
CCOC(=O)c1[nH]c(C)c(C(=O)NC2CCCCCC2)c1C	19%	-0.1%	?	-2%	-1	-3	3%	-8%	-2%	-1%	0%
Cc1ccc(N(CC(=O)Nc2ccc(S(=O)(=O)N3CCOCC3)cc2)S(C)(=O)=O)cc1C	-18%	-0.2%	-1%	23%	-11	-1	0%	-4%	22%	1%	-1%
CCS(=O)(=O)Nc1c(C)n(C)n(-c2ccccc2)c1=O	24%	0.1%	2%	-5%	-15	5	3%	-3%	7%	2%	2%
COc1cccc(CN(C)CC(=O)Nc2cccc(C(F)(F)F)c2)c1OC	-8%	0.0%	?	-6%	-10	1	0%	-5%	-5%	-1%	-2%
C#CCOCCOCCOCCNc1nc(N2CCN(C(=O)Cn3cc(CC(C)O)nn3)CC2)nc(N2CCN(C(=O)[C@H](CCCCN)n3cc(CCC(=O)O)nn3)CC2)n1 (stereo partly drawn)	?	-0.1%	3%	-2%	13	1	4%	1%	1%	.	2%
O=C(NCc1cn2ccsc2n1)c1cccc(C(F)(F)F)c1	9%	0.4%	?	-2%	-11	1	0%	-11%	13%	1%	1%
Cc1[nH]n(-c2ccc([N+](=O)[O-])cc2)c(=O)c1C=NCCN1CCN(C(=O)c2cccc(F)c2)CC1	0%	-0.2%	?	-26%	-2	0	-6%	-7%	2%	1%	-3%
CCc1ccc2nc(-c3cccc(C)c3)nc(SCC(=O)NCC3CCCO3)c2c1 (stereo not drawn)	8%	-0.9%	-11%	-5%	4	-1	-1%	-1%	3%	8%	-2%
O=C(NCCN1CCOCC1)C1CCN(S(=O)(=O)N2CCCCC2)CC1	20%	0.2%	3%	-4%	6	2	0%	6%	-12%	-1%	0%
CC(=O)Nc1ccc(CN2CCc3c([nH]c4ccccc34)C2C(C)(C)C)cc1 (stereo not drawn)	19%	-0.6%	-10%	1%	-3	0	19%	2%	30%	1%	-2%
COc1ccccc1NS(=O)(=O)c1cccc(C(=O)N/N=C/c2cn(-c3ccccc3)nc2-c2ccccc2)c1	-26%	-1.0%	?	1%	20	-2	-2%	-4%	?	1%	1%

Assay outcomes: PubChem BioAssay, National Center for Advancing Translational Sciences (NCATS)

A portion of the library; rates above refer to the full screens.
